Compound activity (PubChem)
RXFP1 antagonist = qHTS Assay for Antagonists of the Relaxin Receptor RXFP1; HEK293-RXFP1, relaxin-stimulated cAMP HTRF, 30 min; active compounds read low; hit rate 0.59% among 350,000; activity change, negative = inhibition, % at 57.5 µM;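 active = activity change of -60% or lower, but not beyond a set lower limit; inconclusive = change between -60% and -40%, or beyond the set limit; inactive = change above -40%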; also: % is scaled to controls: 0 for no effect and ±100 for the full control effect
D2 PAM = HTS Assay for Positive Allosteric Modulators of the Human D2 Dopamine Receptor: Primary Screen for Potentiators; HEK293 T-REx D2, calcium flux, EC20 dopamine potentiation; hit rate 0.34% among 340,000; AID 485347, 2010; D(2) dopamine receptor (Homo sapiens), P14416; potentiation, % at 10 µM;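 active = potentiation over 3 SD above the plate norm, cut at about 30% in these data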; also: 0% is about no effect
Target sequence (P14416 whole entry, looked up): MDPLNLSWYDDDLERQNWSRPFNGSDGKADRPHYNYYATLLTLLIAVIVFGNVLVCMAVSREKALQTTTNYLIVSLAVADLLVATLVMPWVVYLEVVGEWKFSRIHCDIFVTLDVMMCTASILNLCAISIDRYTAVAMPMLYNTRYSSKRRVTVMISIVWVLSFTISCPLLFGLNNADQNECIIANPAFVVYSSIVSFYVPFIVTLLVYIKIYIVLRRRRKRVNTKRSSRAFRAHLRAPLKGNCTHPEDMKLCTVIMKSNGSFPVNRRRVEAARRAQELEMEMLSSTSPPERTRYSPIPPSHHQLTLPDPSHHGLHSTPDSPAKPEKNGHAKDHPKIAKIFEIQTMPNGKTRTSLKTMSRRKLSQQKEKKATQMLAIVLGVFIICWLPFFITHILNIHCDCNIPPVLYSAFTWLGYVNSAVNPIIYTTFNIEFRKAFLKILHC
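Using a no-wash calcium dye in inducible, force-coupled HEK293 Trex cells expressing D2, we tracked fluorescence each second for 180 s after compound, then for 180 s after EC20 dopamine to detect augmented signalling.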
D1 antag = Antagonist of Human D 1 Dopamine Receptor: qHTS; D(1A) dopamine receptor (Homo sapiens), P21728; hit rate 3.2% among 360,000; HEK293 TREx D1 cells, calcium flux, dopamine EC80; active compounds read low; activity change, negative = inhibition, % at 10 µM; in the data active = activity change below about -30%; also: % is scaled to controls: 0 for no effect and ±100 for the full control effect
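Using tetracycline-induced force-coupled D1 Hek293 cells and a calcium dye, signals were followed for 180 s after compound, then for 180 s after EC80 dopamine, to detect inhibitors.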
TRHR enhancer = qHTS for Small Molecule Agonists and Allosteric Enhancers of Human TRH Receptor: Primary Screen for Enhancers. Thyrotropin-releasing hormone receptor (Homo sapiens), P34981. TRHR cells, fluo-8 calcium fluorescence, EC20 TRH enhancement. enhancement, % at 2 µM. hit rate 0.66% among 360,000. AID 493056, 2011; in the data active = enhancement above about 30%; also: 0% is about no effect
Target sequence (P34981 whole entry, looked up): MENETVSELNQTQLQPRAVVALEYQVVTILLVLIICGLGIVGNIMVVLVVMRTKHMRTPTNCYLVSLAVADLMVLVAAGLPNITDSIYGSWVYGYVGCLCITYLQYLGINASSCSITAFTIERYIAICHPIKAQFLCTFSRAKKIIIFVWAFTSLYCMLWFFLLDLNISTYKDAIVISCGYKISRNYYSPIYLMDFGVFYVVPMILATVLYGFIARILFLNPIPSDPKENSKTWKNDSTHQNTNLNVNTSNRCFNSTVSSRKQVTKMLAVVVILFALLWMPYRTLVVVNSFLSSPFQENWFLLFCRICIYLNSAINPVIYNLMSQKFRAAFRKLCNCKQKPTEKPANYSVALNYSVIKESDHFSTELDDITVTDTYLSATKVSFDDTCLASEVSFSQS
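TRHR-expressing cells loaded with fluo-8 calcium dye were read kinetically (ex 480/em 530) during compound addition, then stimulated with an EC20 of TRH (10 nM final). Enhancement of the Gq-mediated intracellular calcium response was scored.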
TRHR ag = qHTS for Small Molecule Agonists and Allosteric Enhancers of Human TRH Receptor: Primary Screen for Agonists; TRHR cells, calcium flux fluo-8, FDSS agonist mode; hit rate 0.18% among 360,000; activation, % at 2 µM; AID 493084, 2011; also: 0% is about no effect
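In this calcium-flux screen, cells bearing human TRHR are dye-loaded with fluo-8, baselined for 10 cycles, then exposed to library compounds; positive kinetic calcium responses during the agonist phase mark hits, with TRH as control.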
D1 potentiator = Potentiators of Human D1 Dopamine Receptor: qHTS. potentiation, % at 10 µM. AID 504651, 2011. HEK293 TREx D1 cells, calcium flux, dopamine EC20 potentiation. hit rate 0.036% among 360,000. D(1A) dopamine receptor (Homo sapiens), P21728; in the data active = potentiation above about 30%; also: 0% is about no effect
D2 antag = HTS Assay for Allosteric Antagonists of the Human D2 Dopamine Receptor: Primary Screen for Antagonists; D(2) dopamine receptor (Homo sapiens), P14416; HEK293 TREx D2 cells, calcium flux, dopamine EC80; inhibition, % at 10 µM; hit rate 2% among 340,000; AID 485344, 2010; in the data active = inhibition above about 30%; also: 0% is about no effect
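Measurement of antagonist activity uses fluorescent calcium dye in inducible HEK293 T-REx D2 cells: 10 s baseline, compound addition with 180 s read, EC80 dopamine addition with a further 180 s read.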
D1 ag = Allosteric Agonists of the Human D1 Dopamine Receptor: qHTS; hit rate 1% among 360,000; activation, % at 2 µM; HEK293 T-REx D1 cells, calcium flux, agonist mode; D(1A) dopamine receptor (Homo sapiens), P21728; also: 0% is about no effect
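Inducible HEK293 T-REx D1 cells, force-coupled to calcium signalling, were plated at 4000 cells/well with tetracycline and held overnight at 30 C. After no-wash calcium dye loading, compound-evoked calcium rise over 180 s flagged agonists.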
D2 agonist = HTS Assay for Allosteric Agonists of the Human D2 Dopamine Receptor: Primary Screen for Agonists; HEK293 T-REx D2 cells, calcium flux agonist mode; activation, % at 2 µM; D(2) dopamine receptor (Homo sapiens), P14416; hit rate 0.53% among 340,000;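 active = activation over 3 SD above normal in the single-dose calcium agonist read, cut at about 30% in these data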; also: 0% is about no effect
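Agonism is scored from calcium flux in a force-coupled, inducible HEK293 cell line expressing D2, read kinetically for 180 s after compound addition against dopamine controls.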
Active calls of the source: *; ? = inconclusive; . = no result given; & = joins results of further samples. Rule as the data show it, unless noted: active = activation above about 30%; inactive = the rest. No enrichment for hits (roughly 7.3% active in at least one column).

SMILES | RXFP1 antagonist | D2 PAM | D1 antag | TRHR enhancer | TRHR ag | D1 potentiator | D2 antag | D1 ag | D2 agonist
CCN(CC)S(=O)(=O)c1ccc(N2CCOCC2)c(NC(=O)COc2ccc(C#N)cc2)c1 | -3 | -3 | 3 | -3 | -1.2 | -7 | -5 | 1 | -0.2
O=C(Cc1cccs1)Nc1nc2ccccc2s1 | -11 | 2 | -18 | -3 | 0.1 | -4 | -22 | 2 | 0.6
O=C(Nc1cc(S(=O)(=O)N2CCCC2)ccc1Cl)C1=COCCO1 | -2 | -6 | 8 | 7 | 0.6 | 2 | 12 | 0 | 2.3
CC(O)CNCc1cccc2ccccc12 (stereo unspecified) | -11 | 0 | -2 | -8 | 0.1 | -6 | -22 | 1 | -0.9
COc1ccc(CNc2ncnc3c2c(-c2ccccc2)cn3-c2cccc(C)c2)cc1 | 7 | -5 | -11 | -3 | 0.7 | -1 | . | -3 | -0.2
CCCn1c(=O)[nH]c(=O)c2c(C(F)(F)F)cc(-c3ccc(C)cc3)nc21 | 0 | 3 | -7 | 6 | 0.5 | -1 | 5 | 0 | 0.7
NC(=O)c1ccc(NC(=O)COC(=O)C(Cc2ccccc2)NC(=O)c2ccccc2)cc1 (stereo unspecified) | -13 | 7 | -20 | -1 | -0.1 | -15 | 23 | 2 | 0.1
O=S(=O)(NCc1cccnc1)c1cccc2cccnc12 | 12 | 1 | 11 | -3 | 0.2 | 1 | -1 | 3 | 0.4
Cn1c2ccccc2c2c(C(=O)NCC3CCCO3)cn(C3CCCC3)c(=O)c21 (stereo unspecified) | 8 | . | -6 | -1 | -1.0 | -4 | 5 | -1 | 2.5
Cc1cccc(C)c1NC(=S)Nc1ccccc1C(=O)NCc1ccco1 | 3 | -2 | 0 | 2 | 0.1 | -5 | -2 | 2 | 1.2
COCC(=O)Nc1ccc(OC)c(Cl)c1 | 11 | 2 | -1 | 6 | 1.6 | 4 | 37* | 0 | 0.3
Cc1cc(C)nc(Nc2ccc(C)c([N+](=O)[O-])c2)n1 | 2 | 0 | -1 | -6 | -1.7 | 0 | -5 | 1 | -0.4
Fc1ccc(-c2cc3ncc4c(n3n2)-c2cc(Cl)ccc2OC4)cc1 | . | -12 | -15 | -6 | 2.6 | -4 | . | 0 | 0.1
CC(=O)N1CCN=C1SCc1ccc(Br)cc1 | . | 0 | 8 | 2 | 0.0 | -1 | -10 | 0 | 0.3
CC(Oc1ccc2c3c(c(=O)oc2c1)CCCC3)C(=O)NCc1ccccn1 (stereo unspecified) | 8 | 2 | -6 | 5 | -1.1 | 5 | 5 | 2 | -0.7
CC(=O)Nc1nnc(SCC(=O)N2CCCc3ccccc32)s1 | -2 | -3 | 8 | 2 | -0.2 | -4 | -10 | 0 | 0.0
CCOc1ccc(NC(=O)CSc2nc3ccccc3c(=O)n2CCCC(=O)NCCCN2CCCC2=O)cc1 | -1 | -1 | -2 | -9 | -0.9 | -4 | 7 | -1 | 0.1
CCOC(=O)CSc1nc2ccccc2c(=O)n1CC1COc2ccccc2O1 (stereo unspecified) | -11 | -5 | -16 | 1 | 1.4 | -3 | 10 | 1 | 0.8
CCOC(=O)c1ccc(NC(=O)CSCCC(=O)O)cc1 | -1 | -2 | 3 | 3 | 0.3 | -3 | -2 | 4 | 6.6
O=C(CSc1nnc2ccccn12)NNC(=O)c1ccc(Br)cc1 | 8 | 5 | -10 | 1 | 0.0 | -3 | -32 | 1 | -0.5
CCOc1ccc(-n2c(/C=C/c3cccc(F)c3)nc3cc(OC)c(OC)cc3c2=O)cc1 | ? | -13 | 6 | -1 | -0.1 | -2 | . | -1 | 0.6
COc1ccc(SCCN2CC[C@@H](O)CCC2=O)cc1 | . | 9 | -58* | 1 | 0.0 | -4 | -7 | -3 | 0.5
CCCCOc1cccc(C2/C(=C(/O)c3ccc4c(c3)CC(C)O4)C(=O)C(=O)N2CCN2CCOCC2)c1 (stereo unspecified) | -7 | 11 | 11 | -1 | -0.1 | -10 | 11 | -1 | 0.3
O=c1c2cc(NC(=S)NCCCN3CCC(Cc4ccccc4)CC3)ccc2nc2n1CCCCC2 | -24 | -33 | -41* | 13 | 2.6 | -9 | 52* | 46* | 4.0
CCOc1ccccc1NC(=O)CCc1c(C)nn(-c2ccc(N3CCCCC3)nn2)c1C | -26&15 | -3&-6 | 20&-2 | -3&-9 | 0.0&-0.4 | 10&-1 | -8 | -1&-1 | -1.0
Cc1ccccc1NC1=CC(=O)CC(C)(C)C1 | -17 | -3 | 3 | 2 | -0.6 | 1 | 7 | 1 | -1.2
CN(C)c1nc(NCc2ccccc2)nc(SCC(=O)Nc2ccc(Cl)c(Cl)c2)n1 | -5 | 7 | 8 | -4 | 1.4 | 2 | -7 | 6 | 0.5
CCC(NC(=O)c1ccccc1NC(=O)c1ccco1)C(=O)NNC(=O)c1ccncc1 (stereo unspecified) | -4 | -5 | 1 | -1 | 0.1 | -2 | 0 | 1 | 0.2
CC(=O)n1nc(-c2ccncc2)nc1SCC(=O)Nc1cccc(Cl)c1 | -7 | 2 | -13 | 10 | 0.3 | 7 | -14 | 0 | -2.0
CC(C)c1ccc(N2CC(C(=O)Nc3nccs3)CC2=O)cc1 (stereo unspecified) | 30 | 11 | -5 | 1 | 0.4 | -3 | 9 | 1 | 0.1
O=C(NCc1ccccn1)c1cccn1-c1ncc(C(F)(F)F)cc1Cl | 0 | 0 | -3 | -1 | -0.4 | -1 | 9 | 4 | -0.4
COc1ccc(-c2cc(C(F)(F)F)n3nc(C(=O)Nc4c(C)n(C)n(-c5ccccc5)c4=O)cc3n2)cc1 | 0 | -1 | 5 | -5 | -0.2 | 0 | 9 | 3 | 0.0
COc1ccc(C(C(=O)NC2CCCC2)N(Cc2cccnc2)C(=O)c2snc(C(N)=O)c2N)cc1OC (stereo unspecified) | 2 | 3 | -9 | 0 | 0.5 | -5 | -9 | 1 | 0.4
O=C(NCc1ccc(-c2csnn2)cc1)c1cc(Cl)cc(Cl)c1 | -2 | -11 | -18 | -10 | 0.0 | -4 | -8 | 4 | -0.4
COc1cccc(NC(=O)CN(C)C(=O)c2c(C)nn(-c3ccccc3)c2Cl)c1 | -10 | -3 | -8 | -3 | -0.3 | . | 27 | 4 | -0.6
Cc1ccnc(NC(=O)CCCOc2ccccc2)c1 | -3 | 6 | 5 | -4 | -0.1 | -1 | -3 | 1 | -1.1
Cc1cc(=O)oc2cc(OCC(=O)NCCc3ccccc3)ccc12 | 15 | 4 | 5 | 6 | -0.7 | -7 | -30 | 4 | 0.0
CCOc1ccc(NC(=O)Cn2nnc(-c3ccccc3NC(=O)c3cccs3)n2)cc1 | 11 | 1 | -16 | -2 | 0.9 | -2 | -12 | 1 | 2.1
Nc1nc(SCC(=O)NC2CCCC2)[nH]c(=O)c1NC(=O)c1cccs1 | 8 | 3 | 0 | -2 | -0.2 | -3 | 0 | 3 | 2.0
CC1(C(=O)CSc2nc3ccccc3[nH]2)CCC(=O)O1 (stereo unspecified) | -13 | -8 | -16 | -7 | 0.0 | -6 | 7 | 0 | -0.1
COc1ccc([N+](=O)[O-])cc1C1NN=C(c2cccc3ccccc23)S1 (stereo unspecified) | . | 25 | -10 | 7 | -0.4 | 1 | 4 | 2 | 0.6
Oc1c(N=NC(=S)Nc2ccccc2F)c2ccccc2n1Cc1cccc(Cl)c1 | -11 | -28 | -5 | -4 | -0.5 | -6 | 1 | 7 | -0.3
Cc1cc(C)cc(OCC(=O)NCC(c2ccc(Cl)cc2)N2CCCCC2)c1 (stereo unspecified) | ? | -17 | 18 | 2 | 0.5 | 2 | . | 5 | -0.5
CCc1nc(SCC(=O)Nc2ccccc2Cl)n[nH]1 | -2 | -12 | -14 | -5 | 0.2 | -5 | 3 | 0 | 0.0
Cc1ccc(NC(=O)C(C)N=C2NS(=O)(=O)c3ccccc32)cc1 (stereo unspecified) | 0 | -12 | -14 | 10 | 0.4 | -4 | 5 | 4 | -3.4
CC(C)c1nnc(NC(=O)C2CCN(S(=O)(=O)c3ccc(-n4cnnn4)cc3)CC2)s1 | 6 | -3 | 1 | -3 | 0.6 | 15 | 9 | 6 | -0.8
CC(=O)c1ccc(NC(=O)[C@@H]2CCCN2C2=NS(=O)(=O)c3ccccc32)cc1 | -1 | 14 | 0 | 4 | 0.2 | -6 | 37* | 1 | -0.2
CN(CC(=O)Nc1cccc(F)c1)C(=O)c1ccc2c(c1)OCCO2 | 1 | -11 | 1 | 7 | 0.4 | -3 | 0 | 1 | 0.1
O=C(Nc1ccc(F)cc1)N1CCc2ccccc2C1 | -8 | -5 | -2 | -1 | 0.6 | 0 | -12 | 1 | -0.5
COc1ccc(N(CC(=O)NC2CCCCC2C)S(=O)(=O)c2c(C)nn(C)c2C)cc1 (stereo unspecified) | 5 | -3 | 30 | -2 | -0.2 | -2 | 21 | 3 | 0.0

Another view of part of the listing above:
SMILES	RXFP1 antagonist	D2 PAM	D1 antag	TRHR enhancer	TRHR ag	D1 potentiator	D2 antag	D1 ag	D2 agonist
CCN(CC)S(=O)(=O)c1ccc(N2CCOCC2)c(NC(=O)COc2ccc(C#N)cc2)c1	-3	-3	3	-3	-1.2	-7	-5	1	-0.2
O=C(Cc1cccs1)Nc1nc2ccccc2s1	-11	2	-18	-3	0.1	-4	-22	2	0.6
O=C(Nc1cc(S(=O)(=O)N2CCCC2)ccc1Cl)C1=COCCO1	-2	-6	8	7	0.6	2	12	0	2.3
CC(O)CNCc1cccc2ccccc12 (stereo unspecified)	-11	0	-2	-8	0.1	-6	-22	1	-0.9
COc1ccc(CNc2ncnc3c2c(-c2ccccc2)cn3-c2cccc(C)c2)cc1	7	-5	-11	-3	0.7	-1	.	-3	-0.2
CCCn1c(=O)[nH]c(=O)c2c(C(F)(F)F)cc(-c3ccc(C)cc3)nc21	0	3	-7	6	0.5	-1	5	0	0.7
NC(=O)c1ccc(NC(=O)COC(=O)C(Cc2ccccc2)NC(=O)c2ccccc2)cc1 (stereo unspecified)	-13	7	-20	-1	-0.1	-15	23	2	0.1
O=S(=O)(NCc1cccnc1)c1cccc2cccnc12	12	1	11	-3	0.2	1	-1	3	0.4
